Screening data as filed in PubChem.
DAX1 inh-1 – inhibitors of DAX1 repression of SF-1 activated StAR promoter; HEK293T StAR-luciferase reporter, SF-1/DAX-1 repression relief; inhibition, % at 6.8 µM; hit rate 1.1% among 370,000; AID 652010;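 active = inhibition above the mean over all tested compounds plus 3 SD, cut at about 3.6% in these data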;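 also: 0% = DAX-1 cells with DMSO and 100% = cells lacking DAX-1 with DMSO; higher inhibition means more luminescence from relief of DAX-1 repression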
ssDAF12 agonist – S. stercoralis DAF-12 activation, primary screen. HEK293 ssDAF-12/GRIP1 lit1-tk-luc reporter, luminescence; % of 3 µM dafachronic acid response. activation, % at 6.8 µM. hit rate 1% among 370,000. AID 652126;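 active = activation above the mean over all tested compounds plus 3 SD, cut at about 0.9% in these data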;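 also: 0% = DMSO-only wells and 100% = 3 µM delta7-dafachronic acid wells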
MBD2 DNA inh – blocks human MBD2 binding to methylated DNA; inhibition, % at 4.4 µM; hit rate 0.31% among 370,000; TR-FRET, MBD2 binding to methylated oligonucleotide; AID 686964; in the data active = inhibition above about 13%
ADAM17 inh – inhibitors of human ADAM17; P78536; recombinant ADAM17, EDANS/DABCYL FRET peptide cleavage; hit rate 0.83% among 370,000; inhibition, % at 6.95 µM;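 active = inhibition above the mean of compounds lying between control limits plus 3 SD, set per campaign, cut at about 8.5% in these data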;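 also: 0% = DMSO-only wells as the low control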
Target sequence (P78536 215-824 limits assumed): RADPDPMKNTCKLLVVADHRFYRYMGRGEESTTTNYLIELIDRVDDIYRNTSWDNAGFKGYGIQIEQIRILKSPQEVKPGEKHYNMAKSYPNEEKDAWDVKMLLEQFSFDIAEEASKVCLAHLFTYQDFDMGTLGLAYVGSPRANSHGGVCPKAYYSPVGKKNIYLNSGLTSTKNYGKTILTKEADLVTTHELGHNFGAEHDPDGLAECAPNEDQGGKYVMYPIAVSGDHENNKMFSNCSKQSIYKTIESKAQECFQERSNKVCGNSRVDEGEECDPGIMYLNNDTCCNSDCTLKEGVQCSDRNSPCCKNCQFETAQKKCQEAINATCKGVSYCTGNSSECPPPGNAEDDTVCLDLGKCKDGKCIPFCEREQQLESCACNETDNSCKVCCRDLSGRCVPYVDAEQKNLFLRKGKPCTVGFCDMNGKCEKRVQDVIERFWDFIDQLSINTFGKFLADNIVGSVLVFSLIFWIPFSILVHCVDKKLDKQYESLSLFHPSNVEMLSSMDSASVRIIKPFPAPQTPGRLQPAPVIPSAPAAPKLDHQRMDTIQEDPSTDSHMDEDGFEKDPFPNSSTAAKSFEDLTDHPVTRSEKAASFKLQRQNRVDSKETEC
DAX1 inh-2 – inhibits human nuclear receptor DAX1 | HEK293 Gal4-DAX1 luciferase reporter, luminescence | AID 504766 | P51843 | hit rate 0.99% among 340,000 | inhibition, % at 6.75 µM;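 active = inhibition above the mean over all tested compounds plus 3 SD, cut at about 4.2% in these data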;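 also: 0% = DAX1-transfected cells with DMSO and 100% = empty-vector control cells with DMSO; inhibition shows as a rise in luminescence from relieved DAX1 repression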
Target sequence (P51843 207-470 limits assumed): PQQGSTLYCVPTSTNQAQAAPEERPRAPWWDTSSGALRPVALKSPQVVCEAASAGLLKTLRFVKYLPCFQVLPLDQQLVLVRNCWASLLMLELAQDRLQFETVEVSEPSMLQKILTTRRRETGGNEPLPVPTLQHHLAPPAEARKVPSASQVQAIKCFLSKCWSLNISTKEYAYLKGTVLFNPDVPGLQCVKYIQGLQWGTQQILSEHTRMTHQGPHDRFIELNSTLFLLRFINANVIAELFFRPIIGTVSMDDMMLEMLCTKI
PLCg1 inh – PLC-gamma1 (human) inhibition, primary screen | purified PLC-gamma1, fluorogenic substrate, fluorescence | hit rate 0.84% among 370,000 | P19174 | inhibition, % at 12.2 µM; in the data active = inhibition above about 9.5%
Rev-erbA mod – Rev-erb alpha (human) modulation | P20393 | Rev-erbα–FITC-DNA binding, fluorescence polarization, 90 min | activity, % at 10 µM | hit rate 0.79% among 370,000;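 active = activity above about 14%, limit read from the data; passing the limit was not always enough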;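 also: 0% = DMSO wells with 35 nM protein and 100% = DMSO wells with 750 nM protein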
hgDAF-12 ag – agonists of H. glycines DAF-12 nuclear receptor; AID 687014; HEK293 GAL4-hgDAF12 UAS-luciferase reporter, agonist luminescence; normalized to butyrate control; hit rate 1.8% among 370,000; activation, % at 6.8 µM;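 active = activation above a cutoff set at the mean of all screened compounds plus 3 SD, cut at about 10% in these data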;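 also: 0% = DMSO wells and 100% = sodium butyrate wells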
PLCb3 inh – PLC-beta3 (human) inhibition, primary screen. inhibition, % at 12.2 µM. Q01970. Purified PLC-beta3, fluorogenic substrate, fluorescence. hit rate 0.18% among 370,000. AID 720704; in the data active = inhibition above about 11%;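 also: 0% = median of compound wells on plate and 100% = full blocker control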
SMARCA2 activ – increases SMARCA2 function in MMTV reporter cells. MG213 cells, MMTV-luciferase reporter, dexamethasone, overnight. activation, % at 9.1 µM. hit rate 1% among 370,000; in the data active = activation above about 7.8%;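 also: 0% = vehicle wells and 100% = reference activator wells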
hcDAF12 agonist – H. contortus DAF-12 activation, primary screen; activation, % at 6.8 µM; AID 652067; hit rate 1.4% among 370,000; HEK293 hcDAF-12 lit1-tk-luc reporter, luminescence; 0% DMSO, 100% Δ7-dafachronic acid;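 active = activation above the mean of all tested compounds plus 3 SD, cut at about 5.5% in these data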;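 also: 100% = response to 3 µM Δ7-dafachronic acid high control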
* hit, by the source's call; i = inactive; . = not tested or not shown. The order is random; about 7.4% have a hit in one of these screens.

The opening 2 compounds as a preview:
canonical_smiles,DAX1 inh-1,ssDAF12 agonist,MBD2 DNA inh,ADAM17 inh,DAX1 inh-2,PLCg1 inh,Rev-erbA mod,hgDAF-12 ag,PLCb3 inh,SMARCA2 activ,hcDAF12 agonist
Cc1ccc(C)c(C(O)c2ncc(-c3ccc(F)cc3)[nH]2)c1 (stereo unspecified),-0.7,-0.7,-2,0,.,-1,-6,2.7,5,-1,-1.8
O=c1[nH]n2c(C(F)(F)F)cc(C3CC3)nc2c1N=Nc1ccccc1,-0.3,-1.2,-1,-2,0.4,-2,-4,-1.1,-2,1,0.8

Main list (from the top)
canonical_smiles,DAX1 inh-1,ssDAF12 agonist,MBD2 DNA inh,ADAM17 inh,DAX1 inh-2,PLCg1 inh,Rev-erbA mod,hgDAF-12 ag,PLCb3 inh,SMARCA2 activ,hcDAF12 agonist
Cc1ccc(C)c(C(O)c2ncc(-c3ccc(F)cc3)[nH]2)c1 (stereo unspecified),-0.7,-0.7,-2,0,.,-1,-6,2.7,5,-1,-1.8
O=c1[nH]n2c(C(F)(F)F)cc(C3CC3)nc2c1N=Nc1ccccc1,-0.3,-1.2,-1,-2,0.4,-2,-4,-1.1,-2,1,0.8
CN(C)CCNC(=S)Nc1ccccc1C(C)(C)C,-0.4,-1.1,2,-5,0.1,-1,0,2.0,0,-4,-0.1
C=CCc1cccc(/C=N/c2ncn[nH]2)c1O,0.0,-1.2,-7,-3,-0.1,-3,-5,0.7,1,3,-0.7
CC(Cn1nnc2ccccc21)C(=O)O (stereo unspecified),-0.3,-1.4,-1,-7,0.9,2,0,-0.4,-6,-2,-0.9
CCOC(=O)C(C)Oc1ccccc1C1NC(=O)NC(C)=C1C(=O)Nc1ccc(C)c(C)c1 (stereo unspecified),-0.3,-1.3,2,-6,-1.1,-1,-1,-1.6,1,-1,-0.9
COc1ccc(OCc2nn[nH]n2)cc1,0.7,-0.1,0,-4,0.1,-3,0,-1.8,1,-3,0.6
N#CCCN(C(=S)NC(=O)c1ccco1)c1ccccc1F,0.0,-1.1,0,-4,1.0,-1,-2,1.5,-2,1,0.7
CCCS(=O)(=O)NC(=O)C1(C)CCN(C(=O)c2c(F)ccc(C)c2F)C1 (stereo unspecified),0.1,-0.9,1,-3,.,1,5,4.7,3,-4,-0.3
COc1ccc(-n2c(=S)[nH]c3cc(C(=O)Nc4ccccc4OC)ccc3c2=O)c(OC)c1,-0.2,-1.4,-1,9.0*,-1.5,1,0,-1.5,-3,-1,-3.6
COC(=O)[C@@]12C[C@@H](CC(=O)NCCC(C)C)C(=O)N(Cc3ccco3)C1=CCC(C)(C)C2,0.8,-1.3,-1,-2,.,2,6,-1.3,2,-1,-2.2
Cc1ccc(C)c(NC(=O)CSc2nc(C)cc(=O)[nH]2)c1,0.0,-1.3,-6,0,.,1,-1,-3.7,1,3,1.1
COc1ccc(S(=O)(=O)Nc2ccc3c(c2)C(=O)N([C@H](C)CO)C[C@H](C)[C@@H](CN(C)S(=O)(=O)c2ccccc2)O3)cc1,1.0,-1.3,-3,2,0.0,0,-1,-0.7,1,0,4.0
Cc1cccc(N=c2oc3cc(O)ccc3cc2C(N)=O)c1,3.0,0.2,4,i,1.9,i,6,12*,i,1,3.3
Cc1cccc(/C=N/n2c(C)nnc2C)c1,0.2,-0.1,-4,-1,0.9,0,-1,-0.1,2,2,1.3
CN(C)C1CN(Cc2cn(Cc3ccccc3)nn2)S(=O)(=O)C1 (stereo unspecified),1.7,-0.2,0,-4,.,3,4,0.3,3,-7,-1.3
CNC(=O)C1(C)C=CCN1C(=O)c1ccccc1 (stereo unspecified),-0.1,-0.5,-1,-3,-0.3,0,-4,2.6,3,3,1.4
Cc1nc2cc(C(=O)N3CCN(C(=O)C(Cl)Cl)CC3)ccc2n1C1CCCC1,-2.7,-1.3,-4,-2,.,-2,3,-1.6,-6,-5,0.8
S=c1nc(-c2cccc(Cl)c2)[nH][nH]1,0.0,-1.2,0,-9,0.2,-5,-4,2.9,-3,0,0.7
COc1ccccc1CNC(=O)Cn1c(=O)c2cccn2c2cccnc21,-0.2,-1.2,-6,-4,-0.3,-1,-5,-0.4,-10,-1,-0.8
Nc1nc(-c2ccco2)nn1C(=O)c1cccnc1,-0.3,-0.9,3,-5,-1.6,-2,0,-0.9,2,0,-1.6
CCCc1ccc(-c2c(C)sc(NC(=O)c3ccnn3C)c2C#N)cc1,-0.3,-1.2,-1,-4,0.5,-5,12,-0.8,-9,0,-1.9
Cc1c(C(=O)O)cccc1-n1c(C)cc(C=O)c1C,0.9,-1.3,1,-73,1.3,-440,-1,8.1,-482,1,-0.8
O=C(Nc1cc(S(=O)(=O)N2CCOCC2)ccc1N1CCOCC1)C1CCCO1 (stereo unspecified),-0.4,-1.4,-1,1,1.9,0,-5,-0.4,-4,-5,-0.9
CCc1cccc(C)c1NC(=O)COC(=O)CSCc1ccccc1,-0.3,-1.1,-1,0,1.9,3,-3,0.9,5,1,-0.4
Cc1ccc(CSCC(=O)Nc2ccccc2F)cc1,0.5,-1.4,-3,-2,1.5,1,-4,5.3,-7,2,-0.5
Cc1c(OCc2nn[nH]n2)ccc2c(-c3ccccc3)cc(=O)oc12,0.2,-1.0,0,-17,3.2,-34,1,-1.7,-40,2,-0.8
COc1ccc(NC(=O)CCC(=O)N(Cc2ccc(OC)c(OC)c2)c2nccs2)c(OC)c1,0.1,-1.2,-4,0,0.0,3,-2,2.3,2,2,-1.5
Cc1ccc(C(=O)N/C(=C/c2ccco2)C(=O)N2CCC(C)CC2)cc1,0.2,-1.0,2,-5,0.0,-12,0,-0.3,-28,0,-1.9
Cc1cc(C)nc(NC(=O)c2cccc([N+](=O)[O-])c2C)n1,0.3,-1.0,-3,-1,-0.1,1,4,-0.4,4,0,-1.2
CCSc1nnc(N(CCC(=O)O)CCC(=O)O)s1,-0.1,-1.2,3,0,-1.1,-2,0,-0.6,1,2,-1.5
COc1ccc(CN(C(=O)/C=C/c2ccco2)C2CCS(=O)(=O)C2)cc1 (stereo unspecified),0.2,-0.9,2,-4,0.1,-5,-7,0.9,-14,-4,-0.9
CC(C)Cn1c(N)c(C(=O)CSc2n[nH]c(N)n2)c(=O)n(C)c1=O,0.5,-1.4,-1,-1,0.9,3,12,-2.2,1,6,0.0
Nc1cccnc1Sc1cc(Cl)cc(Cl)c1,-0.2,-1.0,-13,2,0.7,-4,1,0.2,-17,-5,0.5
CC1(C)CN(C(=S)Nc2ccc(F)cc2F)C1=O,-0.3,-1.0,1,-7,0.4,-2,0,1.1,-6,-4,-0.2
CC(C#N)(NC(=O)CN1CCN(S(=O)(=O)c2ccccc2Cl)CC1)C1CC1 (stereo unspecified),1.4,-0.9,5,3,1.0,2,5,2.1,4,-5,-0.1
O=C(CCNC(=O)c1ccc(Br)cc1)NCC1COc2ccccc2O1 (stereo unspecified),0.7,0.3,-4,-2,1.2,-4,4,3.5,-7,4,1.1
COc1ccc(CNc2ccc(Br)cc2)cc1,-0.1,-0.6,1,4,2.9,-2,0,9.1,0,2,3.0
CCN(CC)S(=O)(=O)c1ccc(N2CCN(C)CC2)c(NC(=O)Nc2ccc(C)cc2)c1,0.2,-1.4,-1,1,3.0,0,0,-0.1,-1,0,2.5
COC(=O)C1=CN(c2ccc3c(c2)OCO3)C(N)=C(C#N)C1c1ccccc1 (stereo unspecified),-3.1,-1.1,1,-5,.,-12,-1,2.4,-20,-3,-0.7
CC(C)(C)c1ccccc1NC(=O)Cn1c(=O)cnc2ccccc21,-0.1,-0.9,2,0,-1.2,1,-3,0.3,2,0,0.1
CSc1nc(N)c2c(C)c(C)sc2n1,-0.1,-0.7,-2,-4,0.4,2,-1,3.6,0,1,-1.2
CC(C)C[C@@H](COCc1cccc(Cl)c1)N1CCN(C(=O)c2cccc(C(F)(F)F)c2)CCC1=O,-1.2,-0.3,-3,3,.,-1,0,-1.7,6,7,0.7
O=C(COc1cc(F)ccc1[N+](=O)[O-])Nc1ccc2c(c1)OCO2,-1.1,-0.7,1,1,0.4,-1,7,1.9,-5,2,-0.3
COc1ccccc1C(=O)OCC(=O)c1ccc(CNC(C)=O)s1,2.9,-1.3,3,-1,0.6,6,0,-0.4,-1,-3,-1.8
COc1ccc(C2=CC(c3sccc3C)n3nnnc3N2)cc1 (stereo unspecified),0.1,-0.4,3,-50,1.0,-60,2,6.6,-80,-2,4.0
CC(=O)NCCNC(=O)C1(C)Cc2c(-c3ccc(NC(C)=O)cc3)ccnc2O1 (stereo unspecified),-0.7,-1.6,2,-2,.,0,2,1.7,1,0,-0.7
COc1cc(C)nc(Oc2ccc(=O)n(C)n2)n1,0.0,-0.7,-6,-3,-0.6,0,-9,1.4,3,2,2.0
O=C(Nc1ccccc1N1CCOCC1)c1ccccc1NS(=O)(=O)c1ccc(F)cc1,0.1,-1.4,9,-3,-1.0,-2,-5,-0.8,-3,0,-0.7
O=C(CCn1cccn1)Nc1ccc(-c2ccno2)cc1,1.4,-1.2,9,3,0.1,-5,-2,2.9,-6,0,-0.8

(cont.)
canonical_smiles,DAX1 inh-1,ssDAF12 agonist,MBD2 DNA inh,ADAM17 inh,DAX1 inh-2,PLCg1 inh,Rev-erbA mod,hgDAF-12 ag,PLCb3 inh,SMARCA2 activ,hcDAF12 agonist
NC(=O)C1CCN(Cc2nc3ccccc3c(=O)[nH]2)CC1,0.1,-1.1,-1,-3,1.2,-49,0,-0.9,2,4,-0.8
CC(C)(C)C(=O)C1=C(O)C(=O)N(c2ccccc2)C1c1ccccc1 (stereo unspecified),0.1,-1.1,-2,-4,0.2,-7,7,-0.4,-12,-2,0.0
CN(CC(=O)Nc1ccncc1)S(=O)(=O)c1ccc(Br)cc1,-0.8,-1.4,-4,-3,-1.3,-1,-3,-2.5,-5,-3,-1.4
COC(=O)[C@]12C[C@H](CC(=O)NCC3CCCCC3)C(=O)N(Cc3cccc4ccccc34)C1=C[C@H](C(C)C)O[C@@H]2C1CC1,0.1,-0.5,-3,-1,.,2,0,5.2,2,-2,-1.2
CN1C(=O)[C@H]2[C@@H](c3ccccc3)N[C@]3(CCCN(Cc4ccc(F)cc4)C3=O)[C@H]2C1=O,0.0,-1.1,2,0,1.0,-2,3,-0.1,0,-4,-0.3
O=C(Cc1ccccc1[N+](=O)[O-])NNC(=O)c1cccs1,-0.9,-1.2,1,-2,0.8,4,6,0.3,-3,-4,-1.0
O=C(O)CCC(=O)NC1CCCCC1,-0.9,-1.0,1,-2,-0.1,2,-1,1.7,4,0,-1.7
O=C(CSc1nc(-c2ccco2)cc(C(F)(F)F)n1)N1CCCc2ccccc21,0.2,-0.8,2,-3,-1.0,-1,25*,0.5,1,2,1.4
Cc1nc(N)nc2c1CCCC2,0.1,-0.5,2,-5,-0.9,1,-4,1.6,3,-1,-1.4
CCOc1cc(NC(=S)NCC2CCCO2)c(OCC)cc1NC(=O)c1cccc(F)c1 (stereo unspecified),0.3,-0.1,-3,-6,-0.5,-6,7,2.1,-12,-2,2.9
NS(=O)(=O)c1cccc(NC(=O)COC(=O)CC2CC3CCC2C3)c1 (stereo unspecified),-0.2,-1.0,0,1,0.1,3,7,1.0,2,-7,-1.3
